NFkB transloc pot = enhances IL-1B driven NFkB nuclear translocation; 94,000 tested, 0.3% active; HUVEC IL-1B NFkB p65 nuclear translocation imaging; activation, % at 2 µM; AID 819;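 active means activation above 40%, about the mean plus 3 SD, also judged a hit on visual image review; inconclusive means activation above 40% but not a hit on visual review; inactive means activation not above 40% and no visual hit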;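 further: percent activation is computed from the nuclear over cytoplasmic p65 intensity ratio; values of inactives mirror those of a sister screen read the other way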
Bcl-B displacement = displacers of TR3 peptide from Bcl-B, primary screen, selectivity assay for Bfl-1 inhibitor project, biochemical, fluorescence polarization. FP displacement of FITC-TR3 peptide from Bcl-B; higher % means a stronger effect. displacement, % at 20 µM; hits with a dose series show IC50 in µM. AID 748. 96,000 tested, 0.11% active;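 active means displacement above 50% at 20 µM plus a fluorescence interference ratio under 1.5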;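 further: plate controls were wells without compound for no effect and wells lacking Bcl-B protein for full effect; a part of the inactive calls stands beside numbers as strong as those of hits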
MRP resist rev = MRP-mediated drug resistance reversal. 85,000 tested, 0.04% active. differential viability (reversal), % at 10 µM. AID 602. H69AR cells + 2 uM doxorubicin, CellTiter-Glo, 72 h;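 active means viability drop by adding the cancer drug above about 55%, with treated viability meeting a 40% cutoff, limit read from the data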;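 further: viability without doxorubicin minus viability with 2 µM doxorubicin for each compound; larger differential means the compound sensitizes cells more to doxorubicin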
IL1B NFkB inh = blocks IL-1B driven NFkB nuclear translocation in HUVEC cells | HUVEC IL-1B NFkB p65 nuclear translocation imaging | inhibition, % at 2 µM | 94,000 tested, 0.43% active;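 active means inhibition above about 30% together with a positive call from visual inspection of the well image, limit read from the data; inconclusive means inhibition above a set limit but visual check negative; inactive means inhibition not above a set limit, visual check negative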;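 further: nuclear over cytoplasmic p65 intensity ratio measured by imaging; 0% = IL-1B stimulated DMSO wells and 100% = unstimulated DMSO wells; values of inactives mirror those of a sister screen read the other way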
PLAP inhibition = PLAP enzyme inhibitors, biochemical, luminescence, HTS (AID 690) | purified PLAP, luminescent substrate; higher % means a stronger effect | one-dose inhibition, % at 20 µM; IC50 in µM for titrated hits | 96,000 tested, 0.08% active; in the data active means a potency from the dose series; inactive means the rest, 99 in 100 with inhibition below about 30%; further: strong numbers were not always called active
MRP resist rev cytotoxicity = also measured in MRP resist rev; calls as there; viability, %; H69AR cells, CellTiter-Glo, 72 h; measured here: cytotoxicity without doxorubicin
MRP resist rev with doxorubicin = recorded beside MRP resist rev, whose call it bears; viability, %; measured here: viability with 2 uM doxorubicin; hits give low values
IL1B NFkB inh cell count 2 µM = recorded beside IL1B NFkB inh, whose call it bears; cell count; measured here: cells passing quality filter;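 raw number of nuclei counted in each imaged well without normalization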
NFkB transloc pot cell count 2 µM = recorded beside NFkB transloc pot, whose call it bears; cell count; measured here: cells passing quality filter
An asterisk follows results filed as active; ? = inconclusive; . = no result given. This is a subset; the hit share may differ from the screen's.

No. | canonical_smiles | NFkB transloc pot | NFkB transloc pot cell count 2 µM | Bcl-B displacement | MRP resist rev | MRP resist rev cytotoxicity | MRP resist rev with doxorubicin | IL1B NFkB inh | IL1B NFkB inh cell count 2 µM | PLAP inhibition
1 | CCc1ccc(/C=N/NC(=S)NCCc2ccccc2)cc1 | 6 | 52 | 3% | -2 | 78 | 80 | -6 | 52 | 27%
2 | CCN(CC)C(=O)C1=C(C)Nc2nc3ccccc3n2C1c1cccc(OC)c1 (configuration not stated) | 7 | 166 | -2% | -3 | 65 | 68 | -7 | 166 | -50%
3 | COC(=O)c1sc(S(=O)(=O)N2CCCCC2)c(C(=O)OC)c1C | 6 | 95 | 7% | 14 | 95 | 80 | -6 | 95 | -7%
4 | Cc1cc(-c2ccccc2)nn1-c1nc2c(c(=O)[nH]c(=O)n2C)n1C | . | . | -7% | 0 | 90 | 90 | . | . | -2%
5 | CCn1c(SCC(=O)Nc2nc3ccc(OC)cc3s2)nnc1-c1ccoc1C | 3 | 166 | -5% | -12 | 59 | 71 | -4 | 166 | -44%
6 | CCCn1c(NCc2ccccn2)nc2ccccc21 | -96 | 12 | . | 4 | 95 | 91 | 96* | 12* | .
7 | Clc1ccc(-c2csc(NNC3=NCCCCC3)n2)cc1 | 16 | 114 | 5% | -26 | 48 | 75 | -16 | 114 | -36%
8 | COc1cccc(CN(CC(=O)NCC2CCCO2)C(=O)CNS(=O)(=O)c2ccccc2)c1 (configuration not stated) | 7 | 86 | . | 5 | 97 | 92 | -6 | 86 | .
9 | COCCOC(=O)C1=C(C)N(Cc2ccccc2)C(=O)NC1c1ccc(OC)cc1 (configuration not stated) | -7 | 114 | -5% | . | . | . | 7 | 114 | 2%
10 | Cc1ccc2c(Cl)cc(Cl)c(OCc3c(C)noc3C)c2n1 | 3 | 110 | -11% | -6 | 70 | 76 | -3 | 110 | 13%
11 | CCc1nnc(NC(=O)NCN2C(=O)C3C4C=CC(C4)C3C2=O)s1 (configuration not stated) | 4 | 171 | -5% | 3 | 91 | 88 | -4 | 171 | 1%
12 | CS(=O)(=O)N1CCN(C(=O)c2c(F)cccc2F)CC1 | 12 | 114 | -6% | -8 | 92 | 100 | -12 | 114 | 7%
13 | O=C(NCc1ccc(Cl)cc1)c1ccc(Cl)cc1[N+](=O)[O-] | 10 | 113 | 0% | . | . | . | -10 | 113 | -9%
14 | CCCc1cc(C(=O)Nc2cccc(Cl)c2)no1 | . | . | -2% | -12 | 86 | 98 | . | . | 30%
15 | CCNC(=O)c1c(NC(=O)C2COc3ccccc3O2)sc2c1CCCC2 (configuration not stated) | 4 | 165 | -4% | 6 | 72 | 66 | -4 | 165 | 28%
16 | COc1ccc(N(C)S(=O)(=O)c2ccc3c(c2)oc(=O)n3C)cc1 | . | . | 6% | 2 | 99 | 97 | . | . | -2%
17 | COC(=O)C1CCN(S(=O)(=O)c2ccc(OC)cc2)CC1 | -2 | 160 | -2% | 16 | 107 | 91 | 2 | 160 | 8%
18 | COc1ccc(-c2nnn(CC(=O)N(Cc3ccccc3Cl)C(C(=O)NCC3CCCO3)c3ccco3)n2)cc1 (configuration not stated) | 2 | 130 | 0% | . | . | . | -2 | 130 | 10%
19 | CCC(=O)Nc1cc(=O)[nH]c2ncnn12 | -4 | 112 | 6% | 0 | 95 | 94 | 4 | 112 | 5%
20 | CCOC(=O)c1cc2c3ccccc3n(CC)c2nc1N | -3 | 148 | -22% | -2 | 104 | 106 | 3 | 148 | -6%
21 | Cc1nn(Cc2c(Cl)cccc2Cl)c(Cl)c1/C=C/C(=O)OCC(=O)NCC(F)(F)F | 18 | 163 | -63% | . | . | . | -18 | 163 | -24%
22 | CCOc1ccc2nc(NS(=O)(=O)c3ccc4c(c3)n(C)c(=O)n4C)sc2c1 | 4 | 71 | -3% | 1 | 84 | 83 | -4 | 71 | -13%
23 | Cc1nc2cc3nc(C)sc3cc2s1 | . | . | 0% | -7 | 94 | 101 | . | . | 14%
24 | Cc1cc(C)c2c(CC(=O)O)coc2c1 | 22 | 132 | -9% | -1 | 92 | 94 | -22 | 132 | 8%
25 | O=C(Cn1nc(-c2ccc(Cl)cc2)ccc1=O)NCCN1CCOCC1 | 10 | 188 | -10% | 8 | 101 | 93 | -10 | 188 | -9%

9 entries out of the list, arranged by length of the SMILES, rising.
No. | canonical_smiles | NFkB transloc pot | NFkB transloc pot cell count 2 µM | Bcl-B displacement | MRP resist rev | MRP resist rev cytotoxicity | MRP resist rev with doxorubicin | IL1B NFkB inh | IL1B NFkB inh cell count 2 µM | PLAP inhibition
23 | Cc1nc2cc3nc(C)sc3cc2s1 | . | . | 0% | -7 | 94 | 101 | . | . | 14%
6 | CCCn1c(NCc2ccccn2)nc2ccccc21 | -96 | 12 | . | 4 | 95 | 91 | 96* | 12* | .
20 | CCOC(=O)c1cc2c3ccccc3n(CC)c2nc1N | -3 | 148 | -22% | -2 | 104 | 106 | 3 | 148 | -6%
17 | COC(=O)C1CCN(S(=O)(=O)c2ccc(OC)cc2)CC1 | -2 | 160 | -2% | 16 | 107 | 91 | 2 | 160 | 8%
15 | CCNC(=O)c1c(NC(=O)C2COc3ccccc3O2)sc2c1CCCC2 (configuration not stated) | 4 | 165 | -4% | 6 | 72 | 66 | -4 | 165 | 28%
2 | CCN(CC)C(=O)C1=C(C)Nc2nc3ccccc3n2C1c1cccc(OC)c1 (configuration not stated) | 7 | 166 | -2% | -3 | 65 | 68 | -7 | 166 | -50%
22 | CCOc1ccc2nc(NS(=O)(=O)c3ccc4c(c3)n(C)c(=O)n4C)sc2c1 | 4 | 71 | -3% | 1 | 84 | 83 | -4 | 71 | -13%
8 | COc1cccc(CN(CC(=O)NCC2CCCO2)C(=O)CNS(=O)(=O)c2ccccc2)c1 (configuration not stated) | 7 | 86 | . | 5 | 97 | 92 | -6 | 86 | .
18 | COc1ccc(-c2nnn(CC(=O)N(Cc3ccccc3Cl)C(C(=O)NCC3CCCO3)c3ccco3)n2)cc1 (configuration not stated) | 2 | 130 | 0% | . | . | . | -2 | 130 | 10%

(continued)
No. | canonical_smiles | NFkB transloc pot | NFkB transloc pot cell count 2 µM | Bcl-B displacement | MRP resist rev | MRP resist rev cytotoxicity | MRP resist rev with doxorubicin | IL1B NFkB inh | IL1B NFkB inh cell count 2 µM | PLAP inhibition
26 | CSc1ccc(C(C(C(=O)c2cccs2)N2CCOCC2)N2CCOCC2)cc1 (configuration not stated) | -6 | 174 | 12% | 33 | 81 | 47 | 6 | 174 | 7%
27 | O=C(NCc1ccco1)C1CC(=O)N(CCc2ccccc2)C1 (configuration not stated) | ? | . | 3% | 5 | 95 | 90 | -44 | 95 | -3%
28 | CCOC(=O)c1cc(C(=O)c2cccs2)n2ccc(C(C)=O)cc12 | 3 | 215 | 14% | . | . | . | -3 | 215 | 26%
29 | CN(CC(=O)NCCN1CCN(c2ccccc2)CC1)S(=O)(=O)c1ccc2c(c1)CCC(=O)N2 | -7 | 172 | 8% | 4 | 86 | 82 | 7 | 172 | -36%
30 | N#Cc1ccc(NC(=O)COC(=O)CNC(=O)C2CCCCC2)cc1 | 27 | 200 | 1% | 16 | 102 | 87 | -27 | 200 | 17%
31 | CCC(=O)c1ccc(OC(=O)c2cccs2)cc1 | 1 | 155 | . | 0 | 97 | 98 | -1 | 155 | .
32 | CCN(CC)CCOc1ccc2nc(N(C)C)sc2c1 | -1 | 170 | 0% | . | . | . | 1 | 170 | -10%
33 | Cc1cc2ccccc2c(=O)n1CC(=O)NCC1COc2ccccc2O1 (configuration not stated) | -4 | 151 | 1% | -4 | 92 | 96 | 4 | 151 | -5%
34 | Cc1cc(O)cc(O)c1C(=O)Cc1cnn(-c2ccccc2)c1 | -1 | 140 | 0% | 13 | 80 | 67 | 1 | 140 | -17%
35 | C=CCn1c(CCNC(=O)c2ccc(Cl)c(Cl)c2)nnc1SCCOc1ccc(OC)cc1 | 24 | 165 | 6% | . | . | . | -24 | 165 | -30%
36 | COc1ccc(C(=O)NC2CCN(C(=S)Nc3cccc(C)c3C)CC2)cc1 | -8 | 124 | -6% | . | . | . | 8 | 124 | 17%
37 | Cc1nn(Cc2ccccc2)c(C)c1C(=O)OCC(=O)c1cc(C)n(C2CC2)c1C | 8 | 205 | -2% | -7 | 80 | 87 | -8 | 205 | -30%
38 | O=C(NCCCN1CCOCC1)c1ccc(CS(=O)(=O)c2cccc(C(F)(F)F)c2)o1 | -6 | 181 | 12% | 6 | 98 | 92 | 6 | 181 | 0%
39 | Cc1c(C(=O)NCc2ccccc2Cl)oc2c1C(=O)CCC2 | 8 | 200 | 8% | -6 | 88 | 94 | -8 | 200 | 7%
40 | O=C(CSc1ccc2nnc(-c3ccc(Cl)cc3)n2n1)N1CCCC1 | . | . | 1% | 5 | 66 | 61 | . | . | -4%
41 | COc1ccc2c(c1)C1NC(=S)NC(C)(O2)C1C(=O)Nc1ccccc1C (configuration not stated) | -1 | 126 | 4% | . | . | . | 1 | 126 | 8%
42 | O=C(CCSCc1ccccc1Cl)N1CCN(c2cccc(Cl)c2)CC1 | -1 | 147 | -2% | 4 | 88 | 84 | 1 | 147 | -14%
43 | Cn1c(=O)c2c(nc(NCc3ccco3)n2Cc2ccc(Cl)cc2Cl)n(C)c1=O | -2 | 165 | 13% | 22 | 94 | 73 | 2 | 165 | -43%
44 | COc1ccc(C2OC34CCCCC3C(C#N)(C#N)C2(C#N)C(=N)O4)cc1 (configuration not stated) | 2 | 157 | 1% | -34 | 34 | 68 | -2 | 157 | -3%
45 | Nc1cc(N)c(OCC(F)(F)F)cc1OCC(F)(F)F | 3 | 184 | 50% | 10 | 81 | 71 | -3 | 184 | -20%
46 | Cc1ccc(S(=O)(=O)N2CCN(S(=O)(=O)c3ccccc3)C2c2ccc(N(C)C)cc2)cc1 (configuration not stated) | 3 | 217 | -8% | 8 | 86 | 78 | -4 | 217 | -50%
47 | C=CCn1c(CCNC(=O)c2cccs2)nnc1SCC(=O)c1ccc(Br)cc1 | 10 | 66 | 1% | -5 | 81 | 86 | -10 | 66 | -9%
48 | Cc1ccc(C)c2[nH]c(=O)c(CCNC(=O)C(C)(C)C)cc12 | -10 | 73 | -1% | . | . | . | 10 | 73 | -16%
49 | CCn1c(SCC(=O)NCc2cccs2)nnc1-c1ccncc1 | 25 | 173 | 2% | 14 | 91 | 77 | -25 | 173 | 10%
50 | CC(C)Cn1c(-c2ccccc2)nc2ccccc2c1=O | 4 | 173 | -14% | -5 | 73 | 77 | -4 | 173 | 12%
51 | CCOC(=O)CSc1nc(N2CCOCC2)c2c(c1C#N)CC(C)(C)N(C)C2 | 28 | 102 | -8% | 0 | 72 | 72 | -28 | 102 | -22%
52 | COC(=O)Cn1cccc1C(=O)c1ccccc1 | 7 | 140 | 8% | -5 | 90 | 95 | -7 | 140 | 4%
53 | O=C(CCS(=O)(=O)c1ccc(Br)s1)N1CCc2ccccc21 | -9 | 122 | 17% | -21 | 47 | 68 | 9 | 122 | -1%
54 | Cc1ccc(N(C(C)C(=O)Nc2ccc3c(c2)OCO3)S(C)(=O)=O)cc1 (configuration not stated) | -5 | 160 | 9% | 14 | 99 | 85 | 5 | 160 | -9%
55 | CCOC(=O)c1ccc(CS(=O)c2ccc(Cl)cc2)o1 (configuration not stated) | -9 | 145 | 3% | . | . | . | 9 | 145 | .
56 | CCc1cc2cccc(C)c2nc1SCC(=O)NNC(=O)c1ccco1 | -8 | 136 | 3% | . | . | . | 8 | 136 | -36%
57 | CCOC(=O)C1(Nc2nccs2)Sc2ccccc2NC1=O (configuration not stated) | -1 | 97 | 7% | -27 | 16 | 43 | 1 | 97 | -2%
58 | CC(=O)N1CCc2cc(S(=O)(=O)NC(CC(C)C)C(=O)Nc3cc(C)ccn3)ccc21 (configuration not stated) | . | . | -8% | 10 | 110 | 101 | . | . | 2%
59 | O=C1Nc2cc(Cl)c(Cl)cc2N(O)N1c1ccc(Cl)c(Cl)c1 | 3 | 43 | 8% | 4 | 93 | 89 | -3 | 43 | -11%

Screens: PubChem, several laboratories
